Screening data: PubChem, several laboratories
sPLA2-III inh: human group III sPLA2 inhibitors, primary screen, biochemical, QFRET, BODIPY PC-A2 liposome substrate. QFRET BODIPY PC-A2 liposome hydrolysis, fluorescence. hit rate 0.56% among 370,000. AID 743126, 2013. inhibition, % at 12.2 µM. Group 3 secretory phospholipase A2 (Homo sapiens), Q9NZ20;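 active = inhibition above mean plus 3 SD of compounds lying within the high and low control bounds, cut at about 19% in these data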;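 also: 0% = median of test compound wells and 100% = no enzyme DMSO wells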
DAX1 inh-1: DAX1 (NR0B1) inhibitors, primary screen, cell-based, HEK293, Gal4-DAX1, luciferase luminescence; AID 504766, 2011; hit rate 0.99% among 340,000; HEK293 Gal4-DAX1 luciferase reporter; inhibition, % at 6.75 µM; Nuclear receptor subfamily 0 group B member 1 (Homo sapiens), P51843;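 active = inhibition above the mean over all tested compounds plus 3 SD, cut at about 4.2% in these data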;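 also: 0% = DAX1-transfected cells with DMSO and 100% = empty-vector control cells with DMSO; inhibition shows as a rise in luminescence from relieved DAX1 repression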
Rev-erbA mod: modulators of Rev-erb alpha DNA binding, primary screen, biochemical, FITC-DNA, fluorescence polarization, uHTS; Nuclear receptor subfamily 1 group D member 1 (Homo sapiens), P20393; Rev-erbα–FITC-DNA binding, 90 min; activity, % at 10 µM; hit rate 0.79% among 370,000; AID 1259318, 2017;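 active = activity above about 14%, limit read from the data; passing the limit was not always enough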;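 also: 0% = DMSO wells with 35 nM protein and 100% = DMSO wells with 750 nM protein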
PLC-beta3 inh: human PLC-beta3 inhibitors, primary screen, biochemical, fluorescence | 1-phosphatidylinositol 4,5-bisphosphate phosphodiesterase beta-3 (Homo sapiens), Q01970 | Purified PLC-beta3, fluorogenic substrate | inhibition, % at 12.2 µM | hit rate 0.18% among 370,000 | AID 720704, 2013; in the data active = inhibition above about 11%;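 also: 0% = median of compound wells on plate and 100% = full blocker control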
Target sequence (Q01970 whole entry, looked up): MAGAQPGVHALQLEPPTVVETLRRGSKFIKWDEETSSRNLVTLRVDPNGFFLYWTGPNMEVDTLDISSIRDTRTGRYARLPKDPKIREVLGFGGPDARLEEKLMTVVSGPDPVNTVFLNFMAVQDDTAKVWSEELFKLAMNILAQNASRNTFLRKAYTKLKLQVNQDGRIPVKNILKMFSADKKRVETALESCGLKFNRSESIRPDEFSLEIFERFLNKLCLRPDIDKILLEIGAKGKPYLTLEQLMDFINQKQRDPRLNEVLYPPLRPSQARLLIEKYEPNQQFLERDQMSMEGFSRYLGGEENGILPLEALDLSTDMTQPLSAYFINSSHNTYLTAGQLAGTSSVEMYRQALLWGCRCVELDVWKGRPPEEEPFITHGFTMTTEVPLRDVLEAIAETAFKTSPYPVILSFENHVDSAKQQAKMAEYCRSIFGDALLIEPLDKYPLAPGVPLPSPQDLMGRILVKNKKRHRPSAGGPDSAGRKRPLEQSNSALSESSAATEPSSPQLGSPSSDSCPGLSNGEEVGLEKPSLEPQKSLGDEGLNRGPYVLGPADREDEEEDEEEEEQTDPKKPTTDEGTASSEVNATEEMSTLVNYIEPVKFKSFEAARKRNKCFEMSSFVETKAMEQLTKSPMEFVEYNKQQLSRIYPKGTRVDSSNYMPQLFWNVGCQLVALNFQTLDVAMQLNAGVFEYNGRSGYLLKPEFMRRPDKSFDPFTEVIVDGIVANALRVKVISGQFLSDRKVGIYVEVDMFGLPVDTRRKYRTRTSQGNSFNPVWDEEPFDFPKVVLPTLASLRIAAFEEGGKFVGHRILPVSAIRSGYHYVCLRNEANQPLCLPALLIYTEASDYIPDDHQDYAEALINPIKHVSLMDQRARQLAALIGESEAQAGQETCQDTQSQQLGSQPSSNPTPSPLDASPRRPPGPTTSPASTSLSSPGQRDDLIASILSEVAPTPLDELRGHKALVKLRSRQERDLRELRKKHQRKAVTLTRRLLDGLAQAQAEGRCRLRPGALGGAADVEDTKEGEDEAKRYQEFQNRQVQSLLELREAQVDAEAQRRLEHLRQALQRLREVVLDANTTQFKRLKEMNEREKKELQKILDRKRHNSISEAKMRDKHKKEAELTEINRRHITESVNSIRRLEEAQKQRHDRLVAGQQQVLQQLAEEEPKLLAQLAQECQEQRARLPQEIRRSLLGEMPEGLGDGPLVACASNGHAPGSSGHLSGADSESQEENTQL
SMARCA2 act: SMARCA2 (BRM) function activators, primary screen, cell-based, luminescence, high throughput; MG213 cells, MMTV-luciferase reporter, dexamethasone, overnight; activation, % at 9.1 µM; hit rate 1% among 370,000; AID 652017, 2013; in the data active = activation above about 7.8%;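 also: 0% = vehicle wells and 100% = reference activator wells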
ssDAF12 agonist: S. stercoralis DAF-12 nuclear receptor activators, primary screen, cell-based, luminescence, HEK293, GRIP1 co-expression, lit1-tk-luc; HEK293 ssDAF-12/GRIP1 lit1-tk-luc reporter; % of 3 µM dafachronic acid response; AID 652126, 2013; Nuclear hormone receptor DAF-12 (Strongyloides stercoralis); activation, % at 6.8 µM; hit rate 1% among 370,000;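 active = activation above the mean over all tested compounds plus 3 SD, cut at about 0.9% in these data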;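 also: 0% = DMSO-only wells and 100% = 3 µM delta7-dafachronic acid wells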
hcDAF-12 act: H. contortus DAF-12 nuclear receptor activators, primary screen, cell-based, luminescence, HEK293, lit1-tk-luc reporter. HEK293 hcDAF-12 lit1-tk-luc reporter; 0% DMSO, 100% Δ7-dafachronic acid. activation, % at 6.8 µM. hit rate 1.4% among 370,000. AID 652067, 2013;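 active = activation above the mean of all tested compounds plus 3 SD, cut at about 5.5% in these data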;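 also: 100% = response to 3 µM Δ7-dafachronic acid high control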
PG9 binder: binders of HIV-1 gp120 antibody PG9, primary screen, biochemical, TR-FRET; HIV-1 gp120 / PG9 antibody interaction; inhibition, % at 6.7 µM; TR-FRET gp120-PG9 antibody binding; hit rate 0.43% among 360,000; in the data active = inhibition above about 8.5%
GAA850 FXN act: FXN promoter activators, primary screen, cell-based, luciferase luminescence, HEK293 lucGAA850; activation, % at 6 µM; hit rate 0.56% among 360,000; HEK293 lucGAA850 FXN promoter luciferase reporter, 24 h; percent of 10 µM SAHA response;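 active = activation above the average of all compounds screened plus 3 SD, cutoff fixed separately per campaign, cut at about 7.5% in these data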;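 also: 0% = DMSO wells and 100% = 10 µM SAHA wells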
hgDAF-12 ag: H. glycines DAF-12 receptor agonists, primary screen, cell-based, luminescence, HEK293, GAL4 fusion, UAS-luciferase | HEK293 GAL4-hgDAF12 UAS-luciferase reporter, agonist luminescence; normalized to butyrate control | Nuclear hormone receptor DAF-12 (Heterodera glycines), GAL4 fusion | activation, % at 6.8 µM | hit rate 1.8% among 370,000;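 active = activation above a cutoff set at the mean of all screened compounds plus 3 SD, cut at about 10% in these data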;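 also: 0% = DMSO wells and 100% = sodium butyrate wells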
DAX1 inh-2: DAX1 (NR0B1) inhibitors on StAR promoter, primary screen, cell-based, luminescence, SF-1 (NR5A1), full-length DAX-1; HEK293T StAR-luciferase reporter, SF-1/DAX-1 repression relief; inhibition, % at 6.8 µM; hit rate 1.1% among 370,000; AID 652010, 2013;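 active = inhibition above the mean over all tested compounds plus 3 SD, cut at about 3.6% in these data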;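 also: 0% = DAX-1 cells with DMSO and 100% = cells lacking DAX-1 with DMSO; higher inhibition means more luminescence from relief of DAX-1 repression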
Active calls of the source: *; / = not tested or not shown. Outcome played no part in choosing rows; about 7% have a hit in one of these screens.

nr | SMILES | sPLA2-III inh | DAX1 inh-1 | Rev-erbA mod | PLC-beta3 inh | SMARCA2 act | ssDAF12 agonist
1 | Cc1ccc(OCC(=O)NNC(=O)c2cc(C)[nH]n2)cc1 | 4 | -0.2 | 2 | -1 | -1 | -1.0
2 | N#CCCn1nnc2ccccc21 | 8 | 0.4 | 3 | 3 | -2 | -0.7
3 | Cc1nc2ccc(NC(=O)c3ccc4ccccc4n3)cc2s1 | -1 | 1.2 | 0 | -1 | 1 | -1.0
4 | O=C(COC(=O)CCC(=O)c1cccs1)Nc1ccccc1C(F)(F)F | -7 | 1.1 | -6 | -7 | 0 | -1.0
5 | COc1cc2c(cc1OC)CN(C(=S)Nc1ccc(C)cc1C)CC2 | 9 | 1.4 | 0 | -16 | -3 | -1.4
6 | O=C(/C=C/c1cccc(Br)c1)NC1CCN(Cc2ccccc2)CC1 | -6 | 0.8 | -1 | -6 | -3 | -1.0
7 | COc1ccc(CCNC(=O)c2ccc(OCc3c(C)noc3C)c(OC)c2)cc1 | -5 | 1.0 | -2 | 0 | 0 | -0.9
8 | COc1ccc(N2CCN(C(CNC(=O)COc3ccccc3)c3ccco3)CC2)cc1 (centres undefined) | 12 | 0.5 | 1 | -6 | -3 | -0.7
9 | O=C(c1ccco1)N1CCN(S(=O)(=O)Cc2ccc(Cl)cc2)CC1 | -3 | -1.8 | -3 | -1 | 0 | -2.0
10 | CCOC(=O)c1[nH]c2ccccc2c1NC(=O)CCN1CC(C)OC(C)C1 (centres undefined) | 5 | 0.7 | 2 | -3 | -2 | -1.3
11 | O=C(CCCn1cncn1)N1CCCC(Nc2ccc(F)cc2)C1 (centres undefined) | 8 | 0.7 | -3 | -1 | -4 | -1.2
12 | CC(C)=CCC[C@H](C)C[C@@H]1CC2=C(C(=O)OC(C)(C)O2)[C@H](c2ccc(Cl)cc2)O1 | 12 | / | 3 | -2 | -4 | -0.3

nr | hcDAF-12 act | PG9 binder | GAA850 FXN act | hgDAF-12 ag | DAX1 inh-2
1 | -1.5 | 0.9 | 0.8 | -3.0 | -0.8
2 | -1.5 | -1.7 | -1.4 | 2.3 | 0.1
3 | 2.7 | -2.3 | 3.2 | 3.1 | 0.8
4 | 2.4 | -1.0 | 0.4 | 1.3 | -1.5
5 | -1.2 | 1.7 | 0.8 | 0.0 | 0.3
6 | -1.6 | -0.3 | -0.2 | 0.4 | -0.4
7 | -1.1 | 4.5 | -2.1 | -4.2 | -0.7
8 | -0.8 | -2.6 | 1.4 | -2.7 | -2.2
9 | -1.9 | -0.5 | 1.9 | -1.2 | -0.3
10 | -0.6 | -1.7 | -1.2 | -2.1 | 0.5
11 | -0.5 | 3.2 | 1.9 | -1.0 | 0.6
12 | -1.0 | -1.6 | / | -0.2 | -1.4

Grouped by structure, the entries above with fluorine
nr | SMILES | sPLA2-III inh | DAX1 inh-1 | Rev-erbA mod | PLC-beta3 inh | SMARCA2 act | ssDAF12 agonist
4 | O=C(COC(=O)CCC(=O)c1cccs1)Nc1ccccc1C(F)(F)F | -7 | 1.1 | -6 | -7 | 0 | -1.0
11 | O=C(CCCn1cncn1)N1CCCC(Nc2ccc(F)cc2)C1 (centres undefined) | 8 | 0.7 | -3 | -1 | -4 | -1.2

nr | hcDAF-12 act | PG9 binder | GAA850 FXN act | hgDAF-12 ag | DAX1 inh-2
4 | 2.4 | -1.0 | 0.4 | 1.3 | -1.5
11 | -0.5 | 3.2 | 1.9 | -1.0 | 0.6

Next section.
nr | SMILES | sPLA2-III inh | DAX1 inh-1 | Rev-erbA mod | PLC-beta3 inh | SMARCA2 act | ssDAF12 agonist
13 | O=C(Oc1ccc(Br)cc1)C1CCN(C2=NS(=O)(=O)c3ccccc32)CC1 | -1 | -3.1 | -2 | -7 | 0 | -1.3
14 | CCC(C)[C@H]1COCCS(=O)(=O)N1Cc1ccc(Cl)cc1Cl (some centres undefined) | 5 | 1.6 | 9 | 2 | 2 | -1.5
15 | Cc1ccc(N(C(=O)c2csnn2)C(C(=O)NC2CCCCC2)c2ccncc2)c(C)c1 (centres undefined) | 1 | 1.8 | 9 | -3 | 0 | -1.1
16 | CC1CCCCC1NC(=O)COC(=O)COc1ccccc1Cl (centres undefined) | 1 | 0.3 | 0 | -3 | -3 | -1.2
17 | COc1ccc(/C=C/C(=O)OCC(=O)NCc2ccco2)cc1OC | -3 | -0.3 | 2 | -53 | -2 | -1.2
18 | O=C(C1CCCN(S(=O)(=O)c2ccc(Br)s2)C1)N1CCN(Cc2ccccc2)CC1 (centres undefined) | -12 | / | 0 | -2 | -5 | -1.9
19 | CC1=NN(C(=O)c2ccc(Cn3cc([N+](=O)[O-])cn3)cc2)C(O)(C(F)(F)F)C1 (centres undefined) | 3 | 0.6 | -1 | -1 | 0 | -1.1
20 | Oc1[nH]c2ccccc2c1N=Nc1c(F)c(F)c(Cl)c(F)c1F | 3 | 0.9 | -2 | -5 | -2 | -1.0
21 | Cn1c(Cl)cnc1C1CC(=O)c2cc(Cl)ccc2O1 (centres undefined) | -3 | -1.4 | -1 | 0 | 0 | -1.5
22 | COc1cc2cc(CN(Cc3cccnc3)C(=O)NCc3ccccc3)c(=O)[nH]c2cc1OC | 4 | -0.4 | 1 | -118 | -2 | -1.4
23 | COc1cccc(NC(=O)c2sc3ncn(CC(=O)N4CCN(c5ccccn5)CC4)c(=O)c3c2C)c1 | 0 | 0.4 | 5 | -4 | 0 | -1.2
24 | COc1ccccc1C(=O)Nc1ccc(C2=NNC(=O)CC2C)cc1 (centres undefined) | -4 | -0.2 | -4 | 0 | 0 | -1.6

nr | hcDAF-12 act | PG9 binder | GAA850 FXN act | hgDAF-12 ag | DAX1 inh-2
13 | -0.2 | -0.1 | 1.0 | 1.9 | -0.6
14 | -1.8 | -0.6 | 0.8 | 3.1 | 0.1
15 | 0.3 | 0.1 | 0.0 | 3.8 | -0.2
16 | -1.1 | 1.0 | 1.1 | 0.3 | 0.4
17 | 0.3 | -0.6 | 1.4 | 5.6 | -0.4
18 | -2.4 | / | / | -1.9 | -2.5
19 | -1.1 | 1.4 | 0.1 | -1.1 | 0.2
20 | 1.4 | -0.1 | -1.3 | 0.0 | 0.6
21 | -1.0 | 0.2 | 3.2 | -1.9 | -2.7
22 | 0.4 | 2.7 | 2.7 | -3.7 | 0.1
23 | -0.4 | -1.9 | 0.1 | -0.7 | 0.2
24 | -2.8 | -1.0 | 3.4 | 1.6 | 0.1

(listing goes on)
nr | SMILES | sPLA2-III inh | DAX1 inh-1 | Rev-erbA mod | PLC-beta3 inh | SMARCA2 act | ssDAF12 agonist
25 | COc1ccc(NC(=S)N2CCN(c3ccccc3)CC2)c(OC)c1 | 7 | -0.1 | 4 | 1 | 1 | -1.4
26 | O=C1OC(/C=C/c2ccccc2)=NC/1=C/c1ccco1 | -3 | 2.5 | 4 | -8 | -1 | 0.0
27 | CC(C)(C)c1ccc(C(=O)NC(=O)COC(=O)c2ccco2)cc1 | 7 | 2.1 | -2 | -1 | -1 | 0.1
28 | Cc1ccc(OCC(=O)Nc2sc3c(c2C#N)CCC3)cc1C | 3 | -1.4 | 1 | 1 | 1 | -0.6
29 | CCOC1=C2[C@@H](CN(S(=O)(=O)c3ccc(C)cc3)[C@H]2c2ccccc2F)[C@H]2C(=O)N(C3CCCCC3)C(=O)[C@H]2C1 | 0 | / | 4 | -2 | 2 | -0.7
30 | C#CCONC(=O)c1cc(OCC(F)(F)F)ccc1OCC(F)(F)F | -1 | 1.7 | 2 | 0 | -5 | -1.8
31 | COC(=O)C1CN(C2CCCC2)CCS(=O)(=O)N1Cc1ccc(C(F)(F)F)cc1 (centres undefined) | -4 | / | 6 | 3 | -3 | -2.1
32 | CCOC(=O)[C@]12CCCC=C1N(Cc1cccc3ccccc13)C(=O)[C@H](CC(=O)NCCc1ccccc1OC)C2 | -14 | / | 4 | -4 | -6 | -0.1
33 | COc1cccc(CN2CCN(Cc3nc(-c4cccs4)oc3C)CC2CCO)c1 (centres undefined) | -1 | -0.4 | 5 | -6 | -1 | -0.8
34 | Cc1nonc1NC(=O)c1ccccc1Br | 8 | 0.9 | 0 | 1 | -3 | -0.7
35 | CCN(CC(=O)Nc1ccc(OC)cc1)CC(=O)Nc1ccc(Cl)cc1F | 2 | 1.3 | -2 | -1 | -3 | -1.4
36 | NC(c1csc(Nc2ccc(C(=O)NCCCO)cn2)n1)C1CCCCC1 (centres undefined) | 23* | / | -10 | -38 | -4 | -1.1
37 | Cc1cccc(N(CC(=O)NC2CCCC2)C(=O)CS(=O)CC(=O)Nc2ccc3c(c2)OCO3)c1C (centres undefined) | -3 | -0.3 | -2 | 5 | 3 | -0.8
38 | COc1ccc(CNC(=O)CN(c2cc(C)cc(C)c2)S(=O)(=O)c2c(C)[nH]c(=O)[nH]c2=O)cc1 | -7 | 1.2 | 12 | -6 | -2 | -1.0
39 | O=C(c1ccc(F)cc1)N1CCN(Cc2ccccc2)CC1 | 6 | 0.5 | 4 | -3 | -1 | -1.6

nr | hcDAF-12 act | PG9 binder | GAA850 FXN act | hgDAF-12 ag | DAX1 inh-2
25 | 0.0 | -1.3 | 1.2 | -0.8 | -0.4
26 | -0.7 | -2.4 | -0.6 | -2.0 | 0.4
27 | 0.3 | 0.6 | 3.4 | 0.8 | -0.3
28 | -1.1 | -1.6 | 0.8 | 2.2 | 0.5
29 | 1.3 | -0.1 | / | 0.9 | 1.0
30 | -1.3 | 3.3 | 0.1 | -1.4 | -0.5
31 | -1.2 | / | / | -2.2 | -1.9
32 | -0.4 | -1.2 | / | 2.1 | -1.8
33 | 2.3 | -0.3 | 2.2 | -1.2 | -0.6
34 | 1.7 | 1.0 | 2.9 | -0.5 | -0.1
35 | -0.9 | -0.6 | -0.9 | -0.4 | -1.2
36 | 0.6 | -2.9 | 1.3 | 2.5 | -0.6
37 | -3.3 | -0.9 | 2.4 | 3.0 | -0.8
38 | 0.1 | -0.3 | 0.1 | 2.5 | -0.2
39 | -1.5 | 2.3 | -1.0 | -0.8 | 0.2
